# Screens (PubChem)
# CatB mix inh – cathepsin B inhibitors from pooled compounds, primary screen, biochemical, compound mixtures, AMC fluorescence; P07858; Purified cathepsin B, AMC dipeptide fluorescence; inhibition, %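 (ten-compound pools at 5 µM per compound and 50 µM total)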; 62,000 compounds, 0.06% hits; AID 488, 2006; in the data active means inhibition above about 22%, passing the limit was not always enough;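 further: 0% = enzyme without compound and 100% = no enzyme blank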
# PKA kinase inh – inhibitors of human PKA kinase activity, primary screen, biochemical, ATP-depletion luminescence, Kemptide substrate; 65,000 compounds, 0.1% hits; AID 524, 2006; PKA Kemptide phosphorylation, Kinase-Glo ATP luminescence; inhibition, % at 6 µM; cAMP-dependent protein kinase catalytic subunit alpha (Homo sapiens), P17612;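 active means inhibition above the screen-wide mean inhibition plus 3 SD, cut at about 21% in these data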; further: many of its hits are not listed in these tables
# CatB block – human cathepsin B inhibitors, primary screen, biochemical, fluorogenic substrate; inhibition, %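 (tested at 10 µM)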; AID 453, 2006; 63,000 compounds, 0.1% hits; purified cathepsin B, fluorescence; in the data active means inhibition above about 21%;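 further: 0% = enzyme with no compound and 100% = no enzyme blank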
# AP ELISA ortho – alternative complement pathway inhibitors, primary screen, biochemical, ELISA, human serum, orthogonally pooled compounds. LPS-coated ELISA, C3 deposition; tested in compound mixtures. inhibition, % at 5 µM. 62,000 compounds, 0.08% hits;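 active means inhibition above 30% in each of the two pooled mixtures holding the compound, so the lower value exceeds 30%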;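 further: 0% = serum in Mg-EGTA without compound and 100% = EDTA serum blank; some compounds past the cut are filed as inactive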
#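 Assay system: Human serum alternative complement pathway, C3 deposition on LPS-coated wells | Incubation: 1 h serum-compound exposure at 37 °C | Doses: 5 µM per compound in ten-compound mixtures | Read-out: Percent inhibition | Technique: ELISA with HRP anti-human C3 antibody, TMB substrate, absorbance 450 nm | Replication: Two pool placements per compound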
# E coli RNAP – E. coli RNAP inhibitors, biochemical; DNA-directed RNA polymerase subunit beta (Escherichia coli (strain K12)), P0A8V2; E. coli RNA polymerase, fluorescence transcription assay; 62,000 compounds, 0.2% hits; inhibition, %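 (tested at 10 µM)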; in the data active means inhibition above about 20%;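 further: 0% = enzyme without compound and 100% = no enzyme blank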
# CatS inh – inhibitors of human cathepsin S, biochemical, compound mixtures | P25774 | recombinant cathepsin S, AMC dipeptide fluorescence, pooled mixtures | inhibition, %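 (tested at 5 µM per compound within 10-compound mixtures)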 | 62,000 compounds, 0.06% hits | AID 501, 2006; in the data active means inhibition above about 32%, passing the limit was not always enough;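 further: 0% = enzyme without compound and 100% = blank without enzyme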
# JNK3 inh – JNK3 kinase activity inhibitors, primary screen, biochemical, human, purified enzyme; Mitogen-activated protein kinase 10 (Homo sapiens), P53779; HTS; inhibition, % at 8 µM; 60,000 compounds, 0.61% hits; in the data active means inhibition above about 17%;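 further: 0% = DMSO and 100% = reference inhibitor; many of its hits are not listed in these tables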
# RORA act – activators of orphan receptor RORA, primary screen, cell-based, luminescence; Nuclear receptor ROR-alpha (Homo sapiens), P35398; CHO-K1 Gal4-RORA LBD luciferase reporter; percent increase over mock-subtracted basal signal; activation, % at 10 µM; 65,000 compounds, 1.5% hits; AID 560, 2006;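 active means activation above the mean of all tested compounds plus 3 SD, cut at about 49% in these data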;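 further: 0% = DMSO-treated RORA cells and 100% = added signal equal to DMSO minus mock-transfected cells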
# ROCK2 blocker – inhibitors of human ROCK2 kinase, primary screen, biochemical, high-throughput, luminescence | 60,000 compounds, 0.35% hits | purified ROCK2, Kinase-Glo ATP depletion luminescence | AID 604, 2007 | Rho-associated protein kinase 2 (Homo sapiens), O75116 | inhibition, % at 6 µM;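 active means inhibition above the screen-wide mean inhibition plus 3 SD, cut at about 18% in these data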;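 further: plate controls were DMSO wells for no effect and Y-27632 control wells after no-enzyme background subtraction for full effect; many of its hits are not listed in these tables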
# Target sequence (O75116 whole entry, looked up): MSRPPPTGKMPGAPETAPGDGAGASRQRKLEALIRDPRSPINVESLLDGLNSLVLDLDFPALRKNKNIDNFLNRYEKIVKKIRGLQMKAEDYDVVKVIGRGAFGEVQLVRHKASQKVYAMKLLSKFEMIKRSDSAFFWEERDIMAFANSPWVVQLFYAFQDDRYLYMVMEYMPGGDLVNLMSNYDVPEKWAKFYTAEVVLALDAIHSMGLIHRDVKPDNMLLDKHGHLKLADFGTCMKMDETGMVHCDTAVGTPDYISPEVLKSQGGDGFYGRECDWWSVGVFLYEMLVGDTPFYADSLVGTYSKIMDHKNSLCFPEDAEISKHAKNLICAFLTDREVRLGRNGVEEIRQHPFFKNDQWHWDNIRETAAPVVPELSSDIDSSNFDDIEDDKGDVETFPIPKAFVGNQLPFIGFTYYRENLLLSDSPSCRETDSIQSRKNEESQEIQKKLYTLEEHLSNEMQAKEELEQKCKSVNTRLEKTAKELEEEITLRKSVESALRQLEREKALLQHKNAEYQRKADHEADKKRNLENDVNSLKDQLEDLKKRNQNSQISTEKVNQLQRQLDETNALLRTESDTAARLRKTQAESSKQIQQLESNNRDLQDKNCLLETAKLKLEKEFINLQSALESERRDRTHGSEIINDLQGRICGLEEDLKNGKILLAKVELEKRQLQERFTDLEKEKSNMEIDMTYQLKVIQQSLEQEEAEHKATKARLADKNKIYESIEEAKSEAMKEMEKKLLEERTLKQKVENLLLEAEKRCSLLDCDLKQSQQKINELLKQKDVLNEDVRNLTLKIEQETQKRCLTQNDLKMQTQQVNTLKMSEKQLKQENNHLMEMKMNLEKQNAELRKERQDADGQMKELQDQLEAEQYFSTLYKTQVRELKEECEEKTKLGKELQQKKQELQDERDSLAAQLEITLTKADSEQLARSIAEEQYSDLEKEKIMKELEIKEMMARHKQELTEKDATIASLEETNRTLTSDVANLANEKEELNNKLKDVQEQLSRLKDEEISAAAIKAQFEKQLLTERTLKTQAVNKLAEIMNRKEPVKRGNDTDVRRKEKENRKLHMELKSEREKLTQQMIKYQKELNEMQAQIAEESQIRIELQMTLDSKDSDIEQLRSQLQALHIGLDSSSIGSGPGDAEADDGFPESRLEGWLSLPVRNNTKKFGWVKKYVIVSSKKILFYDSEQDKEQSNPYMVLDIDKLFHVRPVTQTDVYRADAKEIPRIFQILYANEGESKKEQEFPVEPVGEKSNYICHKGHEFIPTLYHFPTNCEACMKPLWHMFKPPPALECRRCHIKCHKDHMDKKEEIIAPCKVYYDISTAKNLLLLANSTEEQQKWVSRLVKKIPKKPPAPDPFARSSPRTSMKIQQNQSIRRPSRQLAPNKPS
# * = called active by the depositor; · = no result given. Not all compounds are listed, so the mix of outcomes need not match the whole.
SMILES,CatB mix inh,PKA kinase inh,CatB block,AP ELISA ortho,E coli RNAP,CatS inh,JNK3 inh,RORA act,ROCK2 blocker
CCCn1c(N)c(C(=O)COC(=O)c2c(C)noc2C)c(=O)n(C)c1=O,2,1,-2,-5,4,15,-1,0,-1
C=CCNC(=O)c1c(N)n(-c2ccc3c(c2)OCO3)c2nc3ccccc3nc12,3,7,2,-12,3,15,6,15,0
Brc1ccccc1-c1nnc(CSc2nnc3sc4ccccc4n23)o1,2,4,4,-4,9,10,·,5,·
COn1c(SC2CCCCC2)nc2ccccc2c1=O,·,5,3,·,6,·,0,-9,10
O=C(NCc1ccco1)c1cc(-c2cccc(Cl)c2)on1,4,-1,0,5,11,11,-3,-10,3
N#CC1=C(N)N(c2ccccc2C#N)C2=C(C(=O)CCC2)C1c1ccsc1 (stereo not given),-2,-6,-1,22,-10,-13,3,42,-2
N#C/C(=C\c1ccco1)Sc1nc2ccccc2s1,51,8,0,9,·,51,1,17,8
O=C(Cn1nc(-c2cccc(Cl)c2)ccc1=O)Nc1cccnc1,-3,5,7,-11,9,9,-1,4,2
Fc1ccccc1CSc1nnc(Cn2cnc3ccccc32)n1-c1ccccc1,14,8,2,21,4,5,2,4,10
CC(=O)CCc1c(C)c2cc(C)ccc2[nH]c1=O,4,-1,-4,8,5,-6,-3,8,-3
CCN(CC)CCNC(=O)Cn1nc(-c2ccccc2)c2ccccc2c1=O,0,4,0,-3,5,6,4,26,4
CN1CCc2nc(SCC(=O)Nc3ccc(F)cc3)c(C#N)cc2C1,8,10,2,12,4,-14,-7,9,3
CC(=O)Nc1ccc(S(=O)(=O)N2CCSC2c2ccc(C)cc2)cc1 (stereo not given),4,12,1,11,4,-6,7,8,0
Cc1cc(C)c2[nH]c(=O)c(CN(C(=O)C3CCCO3)C3CCCC3)cc2c1 (stereo not given),-5,-4,0,-8,-5,-4,5,-22,-1
O=C(CN1C(=O)c2ccccc2S1(=O)=O)NCc1ccccn1,-7,12,0,8,6,-18,-1,7,7
COc1ccc(CCN2C(=O)CC(N3CCN(S(=O)(=O)c4ccccc4)CC3)C2=O)cc1 (stereo not given),-4,1,-1,12,5,-5,2,-24,2
CC(=O)Cc1nsc(NC(=O)c2ccc(-c3cc(C(F)(F)F)ccc3Cl)o2)n1,4,-1,4,-3,7,14,0,21,-2
CCOc1cccc(N2C(=O)CC(n3cnc4ccccc43)C2=O)c1 (stereo not given),-5,10,-1,2,4,0,2,-19,3
COc1ccc(CCNC(=O)c2nnn(CC(=O)Nc3ccccc3)c2N)cc1OC,-1,13,5,18,7,-9,0,2,7
Cc1ccc(CNC(=O)COC(=O)c2c(C)noc2C)cc1,1,5,2,-7,5,12,-2,22,7
CCN(C1CCCCC1)S(=O)(=O)c1ccc(OC)c(C)c1,2,12,5,-9,11,15,4,-10,3
O=C(c1ccco1)N1CCN(c2ncnc3c2[nH]c2ccc(Br)cc23)CC1,1,6,1,-11,12,22,1,-9,9
OC(CN1C2=NCCCN2c2ccccc21)c1ccc(Cl)cc1 (stereo not given),-8,4,0,24,4,-18,2,13,4
Cc1cc(NCCCN2CCOCC2)n2ncc(-c3ccccc3)c2n1,-2,8,-3,7,6,7,1,54*,2
COc1cccc(-n2cc3c(c2-c2ccccc2)c(=O)n(C)c(=O)n3C)c1,0,7,4,11,10,-3,-1,14,3
Cc1nc2c(oc3ccccc32)c(=O)o1,1,-2,-2,15,-6,-1,-1,12,2
COc1ccc(-c2noc(-c3cccc(OC)c3OC)n2)cc1OC,-8,7,2,22,8,-17,1,90*,-1
COc1cc(C2C(C#N)=C(N)Oc3cc(C)n(Cc4ccccn4)c(=O)c32)cc2c1OCO2 (stereo not given),·,2,3,·,5,·,-6,-9,-12
CC(=O)c1cc2c(=O)c3cc(C)ccc3oc2nc1C,3,-9,-1,5,5,-3,8,58*,1
Cc1ccc(N2CC(C(=O)N3CCc4ccccc43)CC2=O)cc1 (stereo not given),2,2,0,1,11,4,-2,-9,1
Oc1ccccc1C1=Nc2nc3ccccc3n2C(c2ccccc2)C1 (stereo not given),1,12,3,-2,2,6,5,81*,5
COc1ccc(N2CCN(C(=O)CSc3nnc(C)c(=O)[nH]3)CC2)cc1,-2,13,1,-9,3,-7,-1,-20,5
CCN(CC)CC(=O)Nc1c(C)cc(C(C)(C)C)cc1C,2,3,5,-18,10,9,-2,-1,1
O=C(CCCn1c(=O)[nH]c2ccsc2c1=O)N1CCN(c2ccccn2)CC1,-11,-4,2,20,8,-22,·,7,·
COc1ccc(-n2c(SCC(=O)Nc3ccc4c(c3)OCO4)nnc2C(C)N2CCCCC2)cc1 (stereo not given),4,8,8,-18,5,18,4,7,1
COc1ccccc1N=c1scc(-c2ccc3c(c2)NC(=O)CO3)n1CC1CCCO1 (stereo not given),3,2,4,11,0,-11,0,-4,2
Cc1ccc2c(C)nc(Nc3ncc4c(n3)CCCC4=O)nc2c1,3,5,6,10,7,8,-5,2,6
O=C1CCc2cc(S(=O)(=O)N3CCCC3C(=O)N3CCN(c4ccccc4F)CC3)ccc2N1 (stereo not given),-12,2,-2,29,1,-28,4,2,7
Cc1ccc(CNC(=O)C2CCN(S(=O)(=O)c3c(C)noc3C)CC2)cc1,4,2,5,-1,-10,2,·,-12,·
CCCc1nc2ccccc2c(=O)n1/N=C/c1ccc(O)cc1O,-2,1,3,-12,4,12,4,-6,13
CCOC(=O)Cc1csc(NC(=O)CCc2ccc(S(=O)(=O)N3CCOCC3)cc2)n1,7,3,2,11,4,-4,-1,-29,-3
CCOC(=O)c1c(CN(C)C)n(C)c2ccc(OC(C)=O)cc12,1,2,3,12,-2,4,-3,-20,-4
O=C(Nc1cccc(S(=O)(=O)C(F)F)c1)c1ccc(S(=O)(=O)N2CCOCC2)cc1,2,8,2,-12,9,12,2,9,8
O=C(Nc1nn(Cc2ccccc2F)cc1Br)c1cccs1,0,10,0,-12,-10,-1,-5,-5,7
Cc1ccc(C(=O)N2c3ccc(F)cc3CCC2C)o1 (stereo not given),3,6,5,-6,6,14,5,1,4
CCOC(=O)CNC(=O)Cn1cnc2c(nnn2-c2ccc(C)cc2)c1=O,0,10,5,10,6,-4,5,-17,4
Cc1ccc(C(=O)C2CCN(CC(=O)NC3CCCCC3)CC2)cc1,1,4,9,-1,6,4,5,17,4
CC(=O)c1c(N)n(C)c(=O)n(C)c1=O,-1,11,6,13,2,-7,4,-5,4
CC(=O)Nc1ccc(S(=O)(=O)NCC(C)NS(=O)(=O)c2ccc(NC(C)=O)cc2)cc1 (stereo not given),3,4,3,-18,2,25,-3,-19,4
CNc1nnc(-c2cc3ccccc3oc2=O)s1,2,6,-1,15,-1,-1,2,36,4
COc1ccc2c(c1)C(=NO)c1cc(OC)ccc1-2,7,12,4,12,10,8,10,0,13
Cc1c(C(=O)NCc2ccc3c(c2)OCO3)oc2ccc(S(=O)(=O)N3CCC(C)CC3)cc12,3,3,7,2,9,9,·,3,·
CCn1cc(C(=O)Nc2ccccc2C(=O)OC)c(=O)c2ccc(C)nc21,6,5,-1,13,9,5,0,-14,10
O=C(Nc1ccccc1C(=O)NCc1ccccc1)c1ccco1,3,2,0,10,7,-6,7,-4,3
COCCN1CC(=O)N(c2cccc(C)c2C)C(c2ccc(Cl)cc2)C1=O (stereo not given),5,-10,-5,9,8,4,-3,15,-7
O=C(Cc1ccc(-n2cccc2)cc1)N1CCN(c2ccccc2F)CC1,6,-2,1,12,5,-1,-6,-18,-2
COc1ccc(CNC(=O)C(C#N)c2nc3ccccc3nc2N2CCN(C)CC2)cc1 (stereo not given),4,9,4,15,0,1,-18,4,-1
Cc1cccc(-c2nnc3n2N=C(c2ccc(Br)cc2)CS3)c1,·,4,2,·,7,·,-1,-10,-9
CCOc1ccc(N(CCC#N)S(=O)(=O)c2ccc(OC)cc2)cc1,3,2,5,0,11,-6,7,-2,5
CCOC(=O)c1cccc(NC(=O)CSc2nc(N)cc(N)n2)c1,2,10,0,6,3,-1,17,-6,4

# 12 compounds already listed, sorted by count of non-hydrogen atoms, lowest first:
SMILES,CatB mix inh,PKA kinase inh,CatB block,AP ELISA ortho,E coli RNAP,CatS inh,JNK3 inh,RORA act,ROCK2 blocker
CC(=O)c1c(N)n(C)c(=O)n(C)c1=O,-1,11,6,13,2,-7,4,-5,4
CNc1nnc(-c2cc3ccccc3oc2=O)s1,2,6,-1,15,-1,-1,2,36,4
COc1ccc2c(c1)C(=NO)c1cc(OC)ccc1-2,7,12,4,12,10,8,10,0,13
Cc1ccc(C(=O)N2c3ccc(F)cc3CCC2C)o1 (stereo not given),3,6,5,-6,6,14,5,1,4
O=C(Nc1nn(Cc2ccccc2F)cc1Br)c1cccs1,0,10,0,-12,-10,-1,-5,-5,7
Cc1cccc(-c2nnc3n2N=C(c2ccc(Br)cc2)CS3)c1,·,4,2,·,7,·,-1,-10,-9
CCOC(=O)c1cccc(NC(=O)CSc2nc(N)cc(N)n2)c1,2,10,0,6,3,-1,17,-6,4
CCOc1ccc(N(CCC#N)S(=O)(=O)c2ccc(OC)cc2)cc1,3,2,5,0,11,-6,7,-2,5
O=C(Cc1ccc(-n2cccc2)cc1)N1CCN(c2ccccc2F)CC1,6,-2,1,12,5,-1,-6,-18,-2
CC(=O)Nc1ccc(S(=O)(=O)NCC(C)NS(=O)(=O)c2ccc(NC(C)=O)cc2)cc1 (stereo not given),3,4,3,-18,2,25,-3,-19,4
COc1ccc(CNC(=O)C(C#N)c2nc3ccccc3nc2N2CCN(C)CC2)cc1 (stereo not given),4,9,4,15,0,1,-18,4,-1
Cc1c(C(=O)NCc2ccc3c(c2)OCO3)oc2ccc(S(=O)(=O)N3CCC(C)CC3)cc12,3,3,7,2,9,9,·,3,·
